APP 5'UTR act: APP 5'UTR luciferase reporter activation; SH-SY5Y APP 5'UTR luciferase reporter, luminescence; zero percent = DMSO vehicle wells; 190,000 tested, 1% active; activation, % at 2 µM;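 active = activation above a set limit, based on mean plus 3 SD of controls, cut at about 140% in these data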; note: values of inactives mirror those of a sister screen read the other way
Efa HMGR inh: inhibitors of class II HMG-CoA reductase from Enterococcus faecalis | purified E. faecalis HMGR, NADPH absorbance 340 nm kinetic | inhibition, % at 10 µM | 190,000 tested, 0.41% active;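 active = inhibition above a set limit, the median over all tested compounds plus 3 SD, cut at about 9.5% in these data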;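 note: enzyme runs in reverse so mevalonate oxidation gives rising NADPH absorbance; 0% = complete reaction with DMSO and 100% = background rate lacking mevalonate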
FLuc inhib CS: counter-screen for luciferase assay inhibitors: firefly luciferase inhibition | 200,000 tested, 1.5% active | inhibition, % at 10 µM | ATPLite firefly luciferase biochemical luminescence, 10 min | P08659;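 active = inhibition above about 50% when tested at 10 µM, limit read from the data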
Target sequence (P08659 whole entry, looked up): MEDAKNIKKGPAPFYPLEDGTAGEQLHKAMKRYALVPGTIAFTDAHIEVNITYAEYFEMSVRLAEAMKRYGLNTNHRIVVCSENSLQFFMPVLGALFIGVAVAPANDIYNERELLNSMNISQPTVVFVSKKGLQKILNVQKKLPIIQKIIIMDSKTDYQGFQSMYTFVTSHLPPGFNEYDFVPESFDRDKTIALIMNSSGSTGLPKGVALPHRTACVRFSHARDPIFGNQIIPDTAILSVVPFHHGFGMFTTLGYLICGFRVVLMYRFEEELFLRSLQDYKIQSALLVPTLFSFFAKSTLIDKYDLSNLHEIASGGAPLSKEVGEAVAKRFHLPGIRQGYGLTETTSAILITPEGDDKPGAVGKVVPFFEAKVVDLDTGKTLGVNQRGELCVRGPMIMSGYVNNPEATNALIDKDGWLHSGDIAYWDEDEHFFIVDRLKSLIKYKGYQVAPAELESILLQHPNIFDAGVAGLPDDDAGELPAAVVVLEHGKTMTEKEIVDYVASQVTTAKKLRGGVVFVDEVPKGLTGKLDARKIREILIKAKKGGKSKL
Hsp70 activator: switches on Hsp70 transcription. 200,000 tested, 0.04% active. AID 1203. activation, % at 10 µM. HeLa Hsp70 promoter luciferase reporter, luminescence; scaled: vehicle 0, proteasome-inhibitor control 100%;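 active = activation above the mean across all tested compounds plus 3 SD, cutoff set per campaign, cut at about 5.5% in these data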;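 note: 100% = MG132 at 30 µM as the positive control and 0% = DMSO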
Redox H2O2 prof: compounds producing H2O2 with reducing agent – biochemical, NIH compound library profiling, artefact control for MLSCN library redox annotation, primary screen | DTT-dependent redox cycling H2O2, phenol red/HRP absorbance; 100% = 100 µM peroxide control, 0% = buffer | activation, % at 10 µM | 200,000 tested, 0.03% active | AID 878;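 active = activation of at least 50% relative to the plate's high and low controls in the primary single-dose screen; inactive = activation below 50%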;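 note: compound incubated with DTT at 0.8 mM final as the reducing agent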
APP transl inh: APP translation inhibition | SH-SY5Y APP 5'UTR-luciferase reporter, luminescence | inhibition, % at 2 µM | 190,000 tested, 0.82% active | AID 1285;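 active = inhibition above a set limit, derived from the sample mean plus 3 SD, cut at about 45% in these data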; note: values of inactives mirror those of a sister screen read the other way
G6PDH counter: counter-screen for G6PDH assay hits: L. mesenteroides G6PDH inhibition. 200,000 tested, 0.12% active. inhibition, % at 5 µM. Purified L. mesenteroides G6PDH, diaphorase/resazurin coupled fluorescence, 45 min; in the data active = inhibition above about 50%
FLuc act counter: firefly luciferase counter-screen for stimulation assays; 200,000 tested, under 10 active; ATPlite luciferase biochemical, luminescence, 10 min; 0 = ATP-free wells, 1 = DMSO control; activation factor at 10 µM;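 active = luciferase activation factor, scaled between plate controls, of at least 2 with compound at 10 µM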
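assay system = Luciferase/luciferin detection reagent, cell-free biochemical luciferase assay | also added = ATP substrate | times = 10 min post-reagent at room temperature | measured by = luminescence from luciferase reaction | measure = luciferase activation, seen as luminescence increase over controls | benchmarks = low control with PBS replacing ATP, high control enzyme plus ATP without compound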
STAT1 act: STAT1 signaling activation; 200,000 tested, 2.6% active; NIH 3T3 STAT1-luciferase reporter, IFN-gamma, luminescence; 100% = IFN-gamma alone, no compound; AID 932; activation (% of control), % at 5.5 µM;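 active = activation above the screen-wide mean activation plus 3 SD, cut at about 130% in these data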;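 note: raw ratio to IFN-gamma control signal so 100% means no change and 0% no light; values of inactives mirror those of a sister screen read the other way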
NF-kB neuron act: compounds increasing NF-kB expression in human neuronal cells. NF-kB reporter expression; stronger effect = higher value. fold change at 12.5 µM. 190,000 tested, 1.6% active. AID 1239; in the data active = fold change above about 3.3
The depositor's hits bear a star; nt = not tested or not shown. Rows were taken by chance. Share with any hit: about 5.3%.

SMILES	APP 5'UTR act	Efa HMGR inh	FLuc inhib CS	Hsp70 activator	Redox H2O2 prof	APP transl inh	G6PDH counter	FLuc act counter	STAT1 act	NF-kB neuron act
Cc1c(/C=N/n2cnnc2)c2ccccc2n1CCOc1ccccc1	10	0	-4	-0.5	-0.3	-10	4	1	113	1.1
CCN1CCN(c2ccc(S(=O)(=O)N3CCCCC3)cc2NC(=O)c2ccc(F)cc2)CC1	3	-2	-7	-0.4	-0.3	-3	3	1.1	107	1.1
O=C(Nc1ccc(-c2nc3ccccc3o2)cc1)c1cc(-n2cnnc2)ccc1Cl	7	-4	1	-0.2	1.9	-7	7	1	117	1
CC(C)Oc1cccc(C(=O)N2CCCC2)c1	3	-2	-2	0.2	-1.8	-3	6	1	107	nt
Cc1ccc(CN(c2ccc(C(=O)Nc3cccnc3)cc2)S(C)(=O)=O)cc1	nt	-12	-2	-0.2	-0.1	nt	3	1	102	0.94
Cc1cc(N/N=C/c2ccc([N+](=O)[O-])o2)nc2ccccc12	-4	-2	2	-0.1	0.8	4	-3	1	99	1.1
O=C(C1CC(c2cccc(Br)c2)=NO1)N1CCc2ccccc2C1 (configuration not stated)	-19	-10	-4	0.6	0.9	18	8	1	97	1.2
CCn1c(=O)cc(OCC(=O)Nc2cccc(C)n2)c2ccccc21	nt	-1	-4	-0.3	0.1	nt	-5	1	99	0.9
COc1ccc(C2Nc3ccccc3C(=O)N2NS(C)(=O)=O)cc1OC (configuration not stated)	0	-9	-4	-0.3	-0.7	0	8	1	102	0.99
CC(=O)NC(Cc1cccc(F)c1)C(=O)NC1CCN(c2ncccc2[N+](=O)[O-])CC1 (configuration not stated)	-9	16*	-6	-0.2	2.5	9	10	1.1	96	1.1
CCN(CC)S(=O)(=O)c1cccc(NC(=O)/C=C/c2cccc([N+](=O)[O-])c2)c1	37	-4	-1	-0.4	-0.1	-37	-18	1	93	0.61
CC(=O)Nc1ccc(SCC(=O)Nc2ccccc2Oc2ccccc2)cc1	13	3	-3	-0.4	0.4	-13	-11	1	101	0.84
Cc1cc(NCCCN2CCOCC2)n2nc(C)c(-c3ccc(F)cc3)c2n1	15	5	3	-0.1	2.2	-15	6	1	96	0.89
CCOC(=O)c1ccc(NC(=O)CSc2nc3sc(C(=O)O)c(C)c3c(=O)[nH]2)cc1	37	-5	-3	0.0	-2.2	-37	1	1	112	1.1
CCOC1(C)OCC(=O)[C@]2(CCC3C4CCC5=CC(=O)C=CC5(C)C4C(=O)CC32C)O1 (some centres not stated)	0	0	-5	-0.3	-0.4	0	4	1.1	109	0.89
COc1ccc(S(=O)(=O)N(CC(=O)N2CCN(C)CC2)c2ccccc2)cc1OC	-6	1	4	-0.3	0.5	6	6	1	99	1.4
CC12C=CC3(O1)C(C(=O)N1CCCOC13)C2C(=O)O (configuration not stated)	23	-2	-3	-0.6	0.0	-23	12	1	94	1.1
CCOC(=O)c1ccc(S(=O)(=O)Nc2nc3cc(S(=O)(=O)NC4=NCCCCC4)ccc3s2)cc1	5	0	-2	-0.3	-0.2	-5	-4	1	110	0.98
COc1ccc(C)cc1S(=O)(=O)N(CC(N)=O)Cc1ccccc1	28	-3	-4	-0.1	0.4	-28	1	1	100	0.9
O=c1cc(CN2CCN(S(=O)(=O)c3ccc4c(c3)OCCO4)CC2)c2ccc(O)cc2o1	17	-6	0	-0.2	0.2	-17	2	1	90	1.1
CC(=O)Nc1ccc(S(=O)(=O)N=S(C)(C)=O)cc1	-8	1	-4	-0.4	-0.4	8	10	1	105	0.95
COc1cccc(C(=O)OCC(=O)c2c[nH]c3ccccc23)c1O	25	-3	32	-0.1	-0.2	-25	-5	0.7	103	1.3
O=C(O)c1cc(C2CC2)nc2ccccc12	-19	-4	1	0.0	-0.3	19	3	1	95	1.2
O=C1CCCN1CN1CCCCC1	15	1	-4	-0.4	-0.7	-15	-5	1	98	0.97
CC(C)C(=O)Nc1c2c(nc3c1CCC3)CCCC2	-12	4	2	-0.3	0.6	12	5	1	98	0.9
O=C(c1cn(CC(=O)N2CCCC2)c2ccccc12)C1CCCCC1	0	-3	-6	0.1	-1.5	0	5	1.1	92	1.1
Cc1ccc(C(=O)O/N=C/c2c(C(F)(F)F)nn(C)c2Sc2ccc(Cl)cc2)cc1	13	-5	-4	-0.3	0.4	-13	0	1	93	0.95
CCCn1nc(C(=O)Nc2ccc3nc(C)sc3c2)c2ccccc2c1=O	-6	2	-2	-0.3	-0.5	6	20	1	96	0.25
N#Cc1cc2c(nc1SCC(=O)Nc1nccs1)CCCCC2	195*	-1	-4	0.1	1.2	-195	-2	1	123	2.2
Cc1ccc(S(=O)(=O)Oc2ccc3c(c2)O/C(=C\c2cccnc2)C3=O)cc1	-3	0	-12	-0.6	0.1	3	5	1.1	98	1
Fc1ccc(/C=C/c2nnc(-c3cccs3)o2)cc1	83	-7	28	-0.1	0.3	-82	-30	0.7	129*	4.2*
Cc1csc(NC(=O)C2CCCCC2C(=O)O)n1 (configuration not stated)	-12	-5	0	-0.4	3.7	12	-1	1	103	1.1
CC(NC(=O)COC(=O)c1cc(Cl)nc(Cl)c1)c1ccccc1 (configuration not stated)	2	-3	-7	-0.1	0.1	-2	2	1.1	102	1.1
Cc1cc(C)c2c(n1)nn1c(NCCN3CCOCC3)cc(C)nc21	-6	-3	-6	-0.3	-2.8	6	4	1.1	103	1.4
CCc1cccc(OCCN2CCCC2)c1	-4	0	-1	-0.3	-0.2	4	10	1	104	1.1
CC1CCN(C(=O)N2c3ccccc3Sc3ccccc32)CC1	4	-1	-8	-0.2	1.3	-4	9	1.1	101	0.94
O=C1NCN(c2ccccc2)C12CCN(c1nnnn1-c1ccccc1)CC2	-1	-3	-4	-0.3	-0.1	1	4	1	96	0.83
Cc1ccccc1CS(=O)(=O)c1cnc2ccccc2n1	-26	-1	-5	0.1	0.0	26	-2	1	92	2.2
O=C(OCCNC(=O)c1ccc2ccccc2n1)c1ccc(F)cc1	10	-1	-6	-0.2	0.5	-10	6	1.1	96	1.1
Cc1ccc(C(=O)c2cc([N+](=O)[O-])ccc2N2CCN(C)CC2)cc1	-63	-8	-6	-0.2	-3.7	63*	1	1.1	112	1.1

Looked up one by one from the entries so far, 3 records:
SMILES	APP 5'UTR act	Efa HMGR inh	FLuc inhib CS	Hsp70 activator	Redox H2O2 prof	APP transl inh	G6PDH counter	FLuc act counter	STAT1 act	NF-kB neuron act
O=C1CCCN1CN1CCCCC1	15	1	-4	-0.4	-0.7	-15	-5	1	98	0.97
O=C(O)c1cc(C2CC2)nc2ccccc12	-19	-4	1	0.0	-0.3	19	3	1	95	1.2
CC(NC(=O)COC(=O)c1cc(Cl)nc(Cl)c1)c1ccccc1 (configuration not stated)	2	-3	-7	-0.1	0.1	-2	2	1.1	102	1.1

Continuation.
SMILES	APP 5'UTR act	Efa HMGR inh	FLuc inhib CS	Hsp70 activator	Redox H2O2 prof	APP transl inh	G6PDH counter	FLuc act counter	STAT1 act	NF-kB neuron act
C=CCn1c(C)c(C(C)=O)c(SC)nc1=S	16	1	-8	0.0	1.2	-16	6	1.1	94	1.1
N[C@@H](CO)c1nnc([C@H](Cc2ccc(O)cc2)NC(=O)C2CCNCC2)o1	29	0	-6	0.2	0.4	-29	6	1.1	107	1.1
COc1ccc(C)c(Cn2c(-c3nonc3N)nc3ccccc32)c1	-91	0	-2	-0.3	4.8	91*	2	1	100	0.98
CCOc1cc(NC(=S)NC)c(OCC)cc1NC(=O)c1ccco1	-10	-3	-5	-0.2	-0.7	10	16	1	101	1.1
Cc1nc2c(-c3ccc(F)cc3)c(C)nn2c(N2CCOCC2)c1C	-16	-6	-4	0.1	1.3	16	7	1	99	1
CC(=O)Nc1ccc(C(=O)OCC(=O)c2ccc(F)cc2)cc1	8	-4	-3	-0.1	0.0	-8	1	1	108	0.96
O=C(CSc1ccccc1)Nc1nccs1	-4	5	-4	-0.2	0.0	4	2	1	113	1.4
CCC(CC)N1CCN(CCc2ccccc2)C(CCO)C1 (configuration not stated)	7	-7	3	-0.3	0.9	-7	9	1	95	1
CCn1c(Cc2ccccc2)nnc1SCC(=O)Nc1ccc(S(N)(=O)=O)cc1	10	-3	-6	0.2	0.8	-10	-5	1.1	96	1.4
Cc1cc(=O)[nH]c(N2CCN(Cc3ccccc3)CC2)n1	15	-2	-5	-0.1	0.8	-15	2	1.1	85	1.2
Cc1ccc(C2=NN(S(C)(=O)=O)C(c3ccc4c(c3)OCO4)C2)cc1 (configuration not stated)	139*	6	15	0.3	0.2	-139	5	0.9	211*	10*
NNC(=O)c1cc2cc3ccccc3nc2s1	4	-2	22	-0.2	-0.4	-4	0	0.8	136*	1.6
Cc1cc(NCCCn2ccnc2)n2ncc(-c3ccc(Cl)cc3)c2n1	253*	2	34	-0.4	0.1	-253	0	0.7	156*	1.3
O=C(c1ccc(C#Cc2ccccc2)o1)N1CCN(c2ccccn2)CC1	-3	-12	-6	-0.5	-0.2	3	4	1.1	101	0.75
COc1ccc(NC(=S)N(CCCN2CCC(C)CC2)Cc2cccs2)cc1Cl	0	-2	-7	0.2	-0.3	0	1	1.1	104	0.88
Cc1cc(-c2n[nH]c(=S)n2-c2ccccc2)nn1C	-4	-7	7	-0.3	-0.7	4	2	0.9	93	1.2
c1ccc(Nc2n[nH]nc2-c2ccccc2)cc1	-4	-6	-1	-0.2	1.7	4	1	1	99	0.94
CC1Cc2ccccc2N1C(=O)CSc1nnnn1-c1ccc2c(c1)OCCO2 (configuration not stated)	5	0	3	-0.1	0.4	-5	4	1	98	0.74
Cc1cc(=O)[nH]c(N2CCOCC2)n1	-6	2	-5	0.1	-0.6	6	13	1	102	0.91
O=C(NCc1ccc(Cl)c(Cl)c1)c1ccco1	0	-2	-8	-0.4	2.6	0	2	1.1	106	1.2
COC(=O)c1ccc(CSc2nccn2C)cc1	13	-4	7	0.0	0.6	-13	-8	0.9	100	1.1
CCCc1cc(N2CCCC(C(=O)Nc3c(OC)cccc3OC)C2)n2ncnc2n1 (configuration not stated)	-50	1	-3	-0.1	0.5	50*	3	1	101	1.4
S=C1NCCOCCNC(=S)NCCOCCOCCN1	16	0	-12	-0.4	-0.6	-16	14	1.1	101	0.95
O=C(Nc1ccc(Cl)cc1Cl)C1=Cc2ccccc2OC1	221*	1	24	0.6	0.3	-221	1	0.8	141*	5.9*
CCS(=O)(=O)c1ccc2c(c1)NC(=O)C(CCCl)O2 (configuration not stated)	-1	1	-7	-0.3	0.4	0	14	1.1	95	1.1
Cc1ccc(N2NC(C)(c3cccs3)NC2=S)cc1 (configuration not stated)	53	-4	-3	-0.3	-0.5	-53	2	1	118	3.3*
N#CCSc1ccc(-c2nc3ccccc3[nH]2)cn1	41	-1	58*	0.0	-0.9	-41	11	0.4	119	1.4
COc1cccc(/C=N/n2cncn2)c1OCC#N	-10	-1	-6	-0.3	-1.6	10	-2	1.1	104	1
Cc1cc(C)nc(NC(=O)/C=C/c2ccccc2Cl)n1	5	6	13	0.4	2.6	-5	2	0.9	97	1.8
COc1ccc(C2CC(c3ccc(Cl)cc3)=NN2C(=O)c2cccc([N+](=O)[O-])c2)cc1 (configuration not stated)	16	9	-2	-0.4	2.3	-16	4	1	96	0.88

Assay outcomes deposited in PubChem by several laboratories.
